From PubChem
ERAP1 inh: ERAP1 (human) enzyme inhibition; recombinant ERAP1, Leu-AMC fluorescence, 60 min; inhibition, % at 10.7 µM; actives 0.15% (n = 340,000);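 active = mean replicate inhibition of at least 30%, or all replicates individually reaching that 30% level; inactive = mean below 30% and not every replicate reaching it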;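 also: 0% = neutral control wells and 100% = L-leucinethiol positive control wells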
Target sequence (Q9NZ08 whole entry, looked up): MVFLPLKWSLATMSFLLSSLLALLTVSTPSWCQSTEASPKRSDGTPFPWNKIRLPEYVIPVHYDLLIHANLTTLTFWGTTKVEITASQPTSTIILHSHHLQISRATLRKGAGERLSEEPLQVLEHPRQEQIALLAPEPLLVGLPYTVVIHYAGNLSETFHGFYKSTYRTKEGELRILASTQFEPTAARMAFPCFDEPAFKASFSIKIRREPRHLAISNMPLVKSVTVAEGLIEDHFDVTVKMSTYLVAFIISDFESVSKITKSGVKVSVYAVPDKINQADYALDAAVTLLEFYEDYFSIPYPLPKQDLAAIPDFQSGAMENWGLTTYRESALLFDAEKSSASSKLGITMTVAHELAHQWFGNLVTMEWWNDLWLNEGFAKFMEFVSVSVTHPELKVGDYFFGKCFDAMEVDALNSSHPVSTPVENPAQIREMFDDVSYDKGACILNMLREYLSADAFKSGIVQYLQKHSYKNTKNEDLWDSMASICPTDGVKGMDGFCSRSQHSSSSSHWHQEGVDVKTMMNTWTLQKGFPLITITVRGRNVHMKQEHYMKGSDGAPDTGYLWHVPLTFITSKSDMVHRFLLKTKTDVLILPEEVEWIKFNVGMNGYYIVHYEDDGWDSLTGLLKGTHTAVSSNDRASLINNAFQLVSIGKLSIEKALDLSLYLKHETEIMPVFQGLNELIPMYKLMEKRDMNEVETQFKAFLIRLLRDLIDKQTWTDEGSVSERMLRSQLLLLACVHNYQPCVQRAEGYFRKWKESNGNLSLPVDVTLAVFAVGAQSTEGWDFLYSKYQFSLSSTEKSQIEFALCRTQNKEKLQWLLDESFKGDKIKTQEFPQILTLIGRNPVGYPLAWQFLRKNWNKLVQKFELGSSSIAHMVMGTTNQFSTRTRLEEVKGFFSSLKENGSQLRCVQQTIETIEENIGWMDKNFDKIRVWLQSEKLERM
Cneo AK release: causes C. neoformans cell lysis; adenylate kinase release luminescence, 4 h; normalised: neutral wells 0, clomiphene wells 100; lysis activity, % at 15 µM; actives 0.2% (n = 360,000);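 active = mean lysis activity across replicates of at least 80%, whatever share of replicates individually reach that level; inactive = mean lysis activity below 80%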
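Signal: Adenylate kinase release luminescence | Assay system: Log-phase Cryptococcus neoformans yeast cells | Input: Cells at 5 × 10^6 per mL | Buffer or medium: Fresh YPD growth medium | Compound: Single dose | Schedule: Static 4 h at 37 °C with compound, 1 h detection | Controls: Clomiphene | Read-out: Luminescence rise reflecting yeast cell lysis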
C2C12 statin: suppressors of simvastatin-induced myotoxicity in C2C12 myotubes; ATP luminescence, 48 h; scaled: DMSO 0, geranylgeraniol control 100; actives 0.78% (n = 330,000); rescue of ATP level, % at 7.49 µM; AID 602340;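 active = mean ATP rescue above about 67%, or every replicate alone reaching that limit, limit read from the data, passing the limit was not always enough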;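 also: myotubes were challenged with 10 µM simvastatin during compound exposure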
XiGFP reactiv: reactivates the inactive X chromosome in mouse fibroblasts. actives 0.055% (n = 360,000). activation, % at 7.58 µM. XiGFP mouse fibroblasts, % GFP-positive cells imaging, 3 d; cells co-treated with 5-aza-dC sensitizer; scaled so ellipticine positive control = 100%. AID 743238;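 active = mean normalized replicate activation at least 10% and every replicate at or above 10%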;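 also: 0% = median of on-plate neutral control wells and 100% = ellipticine 6 µM median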
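Material: XiGFP fibroblasts, SV40-immortalized. Buffer or medium: DMEM plus 5-aza-dC sensitizer. Compound: single concentration per compound, delivered by pin transfer. Times: 3 days compound exposure. Controls: ellipticine 6 µM.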
S100A4 MyoIIA: S100A4-myosin IIA interaction inhibition | S100A4/TAMRA-MyoIIA peptide fluorescence polarization | inhibition, % at 10.7 µM | actives 0.14% (n = 360,000) | AID 652163;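 active = mean inhibition of at least 70% across replicates, with every replicate also reaching that level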
Target sequence (P26447 whole entry, looked up): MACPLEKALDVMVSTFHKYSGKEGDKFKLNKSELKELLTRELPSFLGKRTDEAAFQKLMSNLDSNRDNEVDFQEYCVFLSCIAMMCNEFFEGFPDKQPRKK
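Test system: S100A4 monomer protein; Medium: HEPES pH 7.2 with CaCl2, KCl, NaCl, DTT, Triton; Probe or stimulus: TAMRA-labelled myosin IIA heavy-chain peptide probe, 5 nM; Doses: one dose per compound; Times: polarization read 5 min after assay mix addition, stable 5–60 min; Benchmarks: neutral control DMSO, positive control TFP.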
SIRT5 block: sirtuin-5 (human) deacylase inhibition; Q9NXA8; Purified SirT5, succinyl-peptide AMC, trypsin-coupled fluorescence; inhibition, % at 15 µM; actives 1.1% (n = 330,000); in the data active = inhibition above about 15%
LGR2 antag: blocks bursicon-induced cAMP signaling via Drosophila LGR2. HEK293 LGR2, CRE-luciferase, bursicon-stimulated, 4 h. inhibition, % at 9.99 µM. AID 720647. actives 0.35% (n = 380,000);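 active = drop in luminescence signal, shown as inhibition above about 50% in the replicate tests, limit read from the data, passing the limit was not always enough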;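 also: agonist challenge used bursicon conditioned medium at about half maximal strength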
PGC1a acetyl inh: PGC1a acetylation modulation, inhibitor mode; U2OS PGC1a acetylation, AlphaScreen anti-acetyl-lysine; with virally co-expressed GCN5 acetyltransferase; inhibition, % at 15.6 µM; actives 0.17% (n = 350,000);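 active = every replicate shows inhibition of at least 40%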;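 also: 0% = neutral control wells and 100% = positive control wells; some results beyond the cut were filed as inactive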
Numbers without * were called inactive; . = no result given. Some of the compounds tested; count on the stated rates, not on these rows.

Molecule,ERAP1 inh,Cneo AK release,C2C12 statin,XiGFP reactiv,S100A4 MyoIIA,SIRT5 block,LGR2 antag,PGC1a acetyl inh
O=C(CCc1nnc(Cc2cccc(C(F)(F)F)c2)o1)NCC(F)(F)F,0,.,.,0.4,-1,18*,-18,.
O=[N+]([O-])c1nn(-c2ccc3c(c2)OCCO3)n(O)c1=Nc1ccccc1,0,.,.,-0.1,-2,2,22,.
CC(Oc1cccc(Cl)c1)C(=O)Nc1ccccc1N1CCCC1 (stereo not drawn),1,.,.,0.0,-7,-1,5,.
CCOC(=O)c1c(NC(=O)c2cccs2)sc(C(=O)N2CCOCC2)c1C,-4,-1,-10,0.1,-1,.,-2,3
O=C(COC(=O)/C=C/c1ccccc1)NCCNC(=O)COC(=O)/C=C/c1ccccc1,2,.,-16,0.1,4,-3,6,.
Cc1cccc(/C=C2\Sc3ccc(C(=O)N4CCC(C)CC4)cc3N(C)C2=O)c1,-4,2,-3,0.1,1,-3,20,0
CCOC(=O)[C@H]1[C@H]2COc3ccccc3[C@@H]2N2C(=O)CNC(=O)[C@@]12C,1,1,15,0.7,2,.,18,9
O=C(C[n+]1ccccc1)Nc1cc(C(F)(F)F)ccc1Cl,.,1,.,0.0,.,.,-28,-3
CCCCn1c(SCC(=O)N2CCOCC2)nnc1-c1cccs1,-1,.,.,.,1,-1,3,.
COc1cc(/C=C2\SC(=S)N(CCC(=O)Nc3ccccc3)C2=O)cc(OC)c1OC,0,.,.,0.0,-3,-3,4,.
COc1ccccc1Oc1ccc(N/C=C/C(=O)c2ccc(C)o2)cc1,0,1,-4,0.1,-1,1,-22,1
Cc1ccc2c(C)c(C(=O)N(C)C(C)c3ccon3)oc2c1C (stereo not drawn),3,0,10,0.0,0,-2,-5,-12
O=C(NC1CCC1)[C@@H]1[C@@H](CO)[C@@H]2Cn3c(ccc(C4=CCCCC4)c3=O)[C@@H]2N1C(=O)C1CCOCC1,-3,-3,1,0.2,-6,-13,-8,.
CCC(=O)N1CC2(CN(Cc3ccc(Cl)cc3)C2)c2c([nH]c3cc(OC)ccc23)[C@@H]1CO,-6,.,.,0.2,-4,.,-14,25
CCOc1cc(N2CCOCC2)c(OCC)cc1NC(=O)CN1C(=O)NC2(CCCCC2C)C1=O (stereo not drawn),2,.,.,-0.1,-2,6,1,.
O=C(O)C[C@H]1CC[C@H](NC(=O)CCN2CCCCC2)[C@H](CO)O1,0,.,.,0.0,0,-5,4,-3
O=C1[C@@H]2Cc3c([nH]c4ccccc34)C(c3cccc(Br)c3)N2C(=O)CN1C1CCN(Cc2ccccc2)CC1 (stereo partly drawn),2,3,36,0.0,6,-4,-1,3
Cc1ccc(Nc2nc(CSc3nnc(-c4cccnc4)n3-c3ccccc3C)cs2)cc1,-1,.,.,0.2,2,3,0,.
NC(=O)C1Cc2ccccc2CN1S(=O)(=O)c1cccs1 (stereo not drawn),2,.,.,-0.1,0,-1,2,3
CCN1C(=O)C(CC(=O)Nc2ccc(F)cc2)N(Cc2cccs2)C1=S (stereo not drawn),-1,4,-1,0.0,-3,0,.,-5
COc1ccc(C#Cc2ccc([C@@H]3[C@H]4CN(C(=O)Nc5ccccc5F)CC(=O)N4[C@H]3CO)cc2)cc1,-2,.,.,-0.1,-1,8,21,2
CC1=C(C(=O)OC2CCCCC2)C(c2ccccc2Br)NC(=O)N1 (stereo not drawn),-1,-1,4,0.1,-5,3,13,2
C[C@@H]1CN([C@@H](C)CO)C(=O)c2cc(C#Cc3ccccc3F)cnc2O[C@@H]1CN(C)C,-3,1,-4,-2.0,-74,-5,-2,-4
COC(=O)[C@]1(Cc2ccccc2)N[C@H](CN(C)C(=O)COc2ccccc2)[C@@H]2C(=O)N(Cc3ccccc3)C(=O)[C@@H]21,3,3,3,.,-6,-2,12,-4
CS(=O)(=O)/C(C#N)=C/c1cccn1S(=O)(=O)c1ccc([N+](=O)[O-])cc1,-5,-1,20,0.1,5,2,12,0
COc1ccc(NC(=O)C2CCC(CNS(=O)(=O)c3cccs3)CC2)cc1OC (stereo not drawn),-3,.,.,0.0,-35,-2,11,.
CCOc1ccccc1NC(=O)C1CCN(S(=O)(=O)c2c(C)nn(C)c2C)CC1,4,1,12,-0.1,3,-9,-15,-3
CC(=O)O/N=C(\N)c1cnn2c(C(F)(F)F)cc(C(F)(F)F)nc12,-2,.,.,0.1,0,0,.,1
COCC(=O)N(C)C[C@@H]1Oc2cc(C#C[C@@H](C)O)ccc2S(=O)(=O)N([C@@H](C)CO)C[C@@H]1C,-2,-7,9,-1.4,9,-3,-7,-6
COc1ccc(NC(=S)NCCc2c[nH]c3ccccc23)cc1,.,1,.,0.0,-3,.,2,6

Following part.
Molecule,ERAP1 inh,Cneo AK release,C2C12 statin,XiGFP reactiv,S100A4 MyoIIA,SIRT5 block,LGR2 antag,PGC1a acetyl inh
C/C=C/c1ccc([C@@H]2[C@H]3CN(C(=O)Nc4cc(F)ccc4F)CCCCN3[C@H]2CO)cc1,-2,0,-53,0.2,-3,3,3,-3
CCN(CC)S(=O)(=O)c1cccc(C(=O)OC2CC(C)OC2=O)c1 (stereo not drawn),3,-2,-1,-0.1,4,8,8,.
CC(C)(C)C(=O)c1cn(CC(=O)O)c2ccccc12,-3,.,.,0.0,-1,-3,21,-5
C[C@H](NC(=O)[C@H]1N[C@H]2c3ccc(-c4ccncc4)c(=O)n3C[C@H]2[C@@H]1CO)c1ccccc1,0,-2,-6,0.0,-27,-9,5,.
CCC(=O)NNC(=O)Cc1c(C)n(C(=O)c2ccc(Cl)cc2)c2ccc(OC)cc12,-4,0,18,0.0,-15,0,16,.
O=C(C[C@H]1CC[C@H]2[C@@H](COC[C@H](O)CN2S(=O)(=O)c2ccc(F)cc2)O1)N[C@@H]1CCN(Cc2ccccc2)C1,0,3,-5,0.0,-12,-27,13,6
COc1ccc(Cl)cc1NC(=O)N1CCN(CCc2ccccc2)CC1,-2,1,19,.,-17,-3,1,.
COc1ccc(/C=N/NC(=O)CSc2n[nH]c(=O)[nH]c2=O)cc1,1,10,.,0.1,-5,.,2,5
CC(Nc1cccc([N+](=O)[O-])c1)C(=O)Nc1ccc(S(=O)(=O)N2CCCC2)cc1 (stereo not drawn),-5,3,-7,-0.1,1,2,-7,9
CSc1ccc(C2C(C#N)=C(N)Oc3cc4c(cc32)OCO4)cc1 (stereo not drawn),1,-1,18,.,0,2,0,-6
C[C@H]1CN=C(N(C)C)N1CCc1ccccc1,-1,0,2,0.0,-1,-5,-18,9
Cc1ccc(NC(=O)C2CCN(C(=O)c3ccco3)CC2)cc1C,-1,0,-3,.,0,79*,10,5
C=CC[C@@]1(C(=O)OC)N=C(c2ccc(OCCCO)cc2)O[C@@H]1c1ccccc1,-3,43,.,.,-4,10,.,.
COc1ccc(C2=NN(C(=O)CN3CCCCC3)C(c3ccc(C)cc3)C2)cc1 (stereo not drawn),-1,1,-3,0.0,-2,2,1,2
C[C@@H]1CN([C@@H](C)CO)S(=O)(=O)c2ccc(-c3ccc(F)cc3)cc2O[C@@H]1CN(C)C(=O)C1CCCCC1,0,2,-51,0.3,-13,13,14,0
O=C(NCc1ccco1)c1ccc(-c2ccc(Cl)cc2)o1,0,-3,-37,-0.3,-5,4,-37,1
COCCCNC(=O)c1ccc(S(=O)(=O)c2ccc(Cl)cc2)c(NC(C)=O)c1,-4,27,-2,0.2,10,-5,7,.
NS(=O)(=O)c1ccc(CCNC(=O)c2ccccc2[N+](=O)[O-])cc1,-5,.,.,-0.1,1,1,.,.
C[C@@H]1CCCCO[C@@H](CN(C)S(=O)(=O)c2cccs2)[C@@H](C)CN([C@@H](C)CO)C(=O)c2cc(NS(=O)(=O)c3ccccc3)ccc2O1,-6,-1,.,0.0,-9,3,11,4
COc1ccc2c3c(n(C)c2c1)[C@@H](CO)N(CC1CC1)CC31CCN(C(=O)Nc2ccc(F)cc2F)CC1,.,.,.,0.4,12,-3,23,40
O=S(=O)(Nc1nc2ccc(S(=O)(=O)N3CCCCC3)cc2s1)c1ccccc1,.,0,-6,.,.,.,6,-2
COc1ccc(-c2csc(NC(=O)CSc3nnnn3C)n2)c(OC)c1,0,-1,-3,0.0,5,1,11,-6
Cc1cccc2sc(NC(=O)CSc3cn[nH]n3)nc12,-2,6,1,0.0,-3,0,8,.
O=C(CC1S/C(=N/N=C2CCCCCC2)NC1=O)Nc1ccccc1F (stereo not drawn),1,0,-1,0.2,-1,7,8,.
O=c1cc(CN2CCN(c3cccc(Cl)c3)CC2)c2cc(O)c(-c3ccccc3)cc2o1,.,1,-11,.,-10,.,.,4
CO[C@@H]1CN(C)C(=O)c2ccc(NC(=O)NC(C)C)cc2OC[C@@H](C)N(CC2CC2)C[C@@H]1C,0,1,7,-0.1,0,11,2,7
Cc1nc(-c2ccc(Cl)cc2)sc1C1(C)CC(c2ccccc2F)=NO1 (stereo not drawn),0,5,-1,0.0,0,-4,-86,2
CC(C)(C)c1cccc(C2(O)C(=O)c3ccccc3C2=O)c1O,3,.,-7,0.0,0,-2,-5,2
C[C@@H]1CN([C@@H](C)CO)C(=O)c2cccc(NC(=O)C3CCOCC3)c2O[C@H]1CN(C)C(=O)Nc1ccc2c(c1)OCO2,5,-8,-4,-0.2,-4,-1,12,5
C[C@H]1CN([C@@H](C)CO)C(=O)c2cc(-c3ccncc3)cnc2O[C@@H]1CN(C)C(=O)c1ccncc1,4,1,1,0.4,-26,1,2,13

(next part)
Molecule,ERAP1 inh,Cneo AK release,C2C12 statin,XiGFP reactiv,S100A4 MyoIIA,SIRT5 block,LGR2 antag,PGC1a acetyl inh
Cc1ccc(Cc2c(-c3ccccc3)nc3cc(C)c(Br)c(C)n23)cc1,-4,1,-9,0.1,-1,3,4,-5
N#Cc1ccc(C(=O)N(Cc2ccco2)c2c(N)n(Cc3ccccc3)c(=O)[nH]c2=O)cc1,5,1,1,0.2,-14,-7,-5,8
COC(=O)c1cc(OC)c(OC)cc1NC(=O)Nc1cccc(C(C)=O)c1,-2,3,114*,-0.1,8,2,-13,5
O=C(C[C@H]1CC[C@H]2[C@@H](COC[C@H](O)CN2Cc2ccc(Oc3ccccc3)cc2)O1)N1CCN(c2ccccc2)CC1,-1,2,15,0.3,12,9,0,-19
COc1cc(/C=N/NC(=O)C(C)Nc2n[nH]c(=O)[nH]c2=O)cc(OC)c1O (stereo not drawn),.,2,.,0.1,.,.,24,5

One compound at a time, as listed above:
Results for `Cc1ccc(Cc2c(-c3ccccc3)nc3cc(C)c(Br)c(C)n23)cc1` : ERAP1 inh: -4; Cneo AK release: 1; C2C12 statin: -9; XiGFP reactiv: 0.1; S100A4 MyoIIA: -1; SIRT5 block: 3; LGR2 antag: 4; PGC1a acetyl inh: -5
Results for `N#Cc1ccc(C(=O)N(Cc2ccco2)c2c(N)n(Cc3ccccc3)c(=O)[nH]c2=O)cc1` : ERAP1 inh: 5; Cneo AK release: 1; C2C12 statin: 1; XiGFP reactiv: 0.2; S100A4 MyoIIA: -14; SIRT5 block: -7; LGR2 antag: -5; PGC1a acetyl inh: 8

Single entries from above:
`CC1=C(C(=O)OC2CCCCC2)C(c2ccccc2Br)NC(=O)N1` (stereo not drawn) in C2C12 statin → 4
`Cc1ccc(Nc2nc(CSc3nnc(-c4cccnc4)n3-c3ccccc3C)cs2)cc1` in XiGFP reactiv → 0.2
